Granule exo inh = blocks lytic granule exocytosis. TALL-104 LAMP-1 surface exposure, flow cytometry; cells stimulated with thapsigargin and PMA. 360,000 compounds, 0.66% hits. inhibition, % at 10 µM;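 active = inhibition above about 55%, limit read from the data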
HTR2A ag = mouse HTR2A agonism via beta-arrestin recruitment. P35363. CHO-K1 mHTR2A beta-arrestin complementation, luminescence; percent of 30 µM serotonin response. activation, % at 7.6 µM. 360,000 compounds, 0.66% hits;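 active = activation above a run cutoff, the mean activation of all tested compounds plus 3 SD, cut at about 14% in these data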;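 note: 0% = plate median of compound wells and 100% = 30 µM serotonin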
Target sequence (P35363 whole entry, looked up): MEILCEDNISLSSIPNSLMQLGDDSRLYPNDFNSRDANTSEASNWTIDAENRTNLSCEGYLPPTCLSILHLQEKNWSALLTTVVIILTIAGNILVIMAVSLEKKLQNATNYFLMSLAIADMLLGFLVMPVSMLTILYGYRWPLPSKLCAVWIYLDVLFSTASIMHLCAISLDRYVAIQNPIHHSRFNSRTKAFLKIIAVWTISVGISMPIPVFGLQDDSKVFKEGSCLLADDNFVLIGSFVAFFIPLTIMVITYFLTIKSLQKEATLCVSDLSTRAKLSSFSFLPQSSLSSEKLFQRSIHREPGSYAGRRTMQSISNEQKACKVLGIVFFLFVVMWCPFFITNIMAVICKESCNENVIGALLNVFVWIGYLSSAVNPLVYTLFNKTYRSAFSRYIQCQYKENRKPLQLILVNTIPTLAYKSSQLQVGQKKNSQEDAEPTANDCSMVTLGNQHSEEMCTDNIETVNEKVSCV
CaV13 ICDI inh = Primary screen for inhibitors of IQ motif and Ca2+-dependent inactivation inhibitor domain binding in CACNA1D, Förster resonance energy transfer in living cells, …. HEK cells, CFP/YFP FRET ICDI-IQ, plate reader, 10 min; percent FRET-ratio fall versus neutral wells. inhibition, % at 12.3 µM. 340,000 compounds, 0.098% hits;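 active = mean replicate inhibition of at least 30% and at least 1% of replicates passing that level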;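 note: 0% = median of the neutral control wells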
PDI turbidity = blocks human protein disulfide isomerase activity. inhibition, % at 10 µM. PDI insulin aggregation turbidity, A650, 90 min. 350,000 compounds, 0.052% hits. P07237. AID 588391;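 active = mean inhibition across replicates of 30% or more, whatever share of single replicates reach that level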;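 note: absorbance from insulin aggregation driven by PDI reduction with DTT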
MC4R antag cAMP = blocks human MC4R cAMP signaling; P32245; MC4R-expressing cells, MTII-stimulated cAMP, LANCE TR-FRET; inhibition, % at 6.5 µM; 360,000 compounds, 0.48% hits; AID 540295;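 active = inhibition above its plate's cutoff, the mean of tested wells on that plate plus 3 SD, cut at about 29% in these data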;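 note: 0% = Melanotan II alone and 100% = Melanotan II plus saturating MCL0020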
Target sequence (P32245 whole entry, looked up): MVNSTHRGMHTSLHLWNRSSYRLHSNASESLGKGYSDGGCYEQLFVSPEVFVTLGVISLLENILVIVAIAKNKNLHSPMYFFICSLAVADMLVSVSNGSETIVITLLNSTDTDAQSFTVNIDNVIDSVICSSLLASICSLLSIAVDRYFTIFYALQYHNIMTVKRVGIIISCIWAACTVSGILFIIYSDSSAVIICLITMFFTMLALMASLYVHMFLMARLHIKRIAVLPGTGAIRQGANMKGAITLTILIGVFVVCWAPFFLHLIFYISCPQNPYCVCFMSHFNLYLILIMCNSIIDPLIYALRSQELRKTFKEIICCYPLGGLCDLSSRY
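Assay system: U2OS cells stably expressing human melanocortin 4 receptor (MC4R) / Dosing: 6.5 µM / Timing: compound 30 min, challenge 1 h, detection 1 h / Measured by: Eu-cAMP/anti-cAMP TR-FRET, emission 671 nm / Replicates: singlicate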
ABCB6 inh 2 = inhibitors of human ABC transporter ABCB6. K562-ABCB6 porphyrin accumulation, flow cytometry, 1 h; active compounds read low. fluorescence ratio to DMSO, % at 10 µM. 360,000 compounds, 0.19% hits. AID 602162;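 active = fluorescence ratio to DMSO below 75%, the collection mean minus 3 SD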;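 note: signal is porphyrin accumulated inside mitochondria; 100% equals median channel fluorescence of DMSO control wells; lower ratio means ABCB6 inhibition with less porphyrin fluorescence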
H9c2 protect = protects H9c2 cardiomyocytes from peroxide injury | protection from H2O2 cell death, % at 20 µM | H2O2 injury protection, ATPLite, 2 h | 360,000 compounds, 0.63% hits;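 active = compounds giving at least 50% protection of heart cells from peroxide-induced death in the single-dose screen, raw or plate-pattern-corrected value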;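 note: 0% = DMSO wells with peroxide and 100% = DMSO wells without peroxide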
N-glyco inh = N-linked glycosylation inhibition; D54 ERlucT glycosylation luciferase reporter, 24 h; percent of 100 nM tunicamycin response; reporter increase, % at 12.5 µM; 360,000 compounds, 0.23% hits; AID 588692;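 active = mean luciferase reporter signal, scaled so untreated is 0 and the glycosylation-blocking control 100, at or above a set limit in every replicate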;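 note: luciferase carries N-glycosylation sites so blocking glycosylation raises the light; 0% = median of neutral control wells and 100% = median of 100 nM tunicamycin wells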
MC4R ag barr = agonists of human melanocortin 4 receptor (MC4R) beta-arrestin | P32245 | U2OS MC4R beta-arrestin complementation, luminescence; percent of melanotan II response, DMSO zero | activation, % at 8.9 µM | 360,000 compounds, 0.98% hits;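 active = activation above a per-plate cutoff, the mean activation of sample wells on that plate plus 3 SD, cut at about 8% in these data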
ABHD5 PLIN5 PPI = ABHD5-PLIN5 protein interaction inhibition. 360,000 compounds, 0.78% hits. inhibition, % at 4 µM. Split G. princeps luciferase complementation, luminescence, 4 h;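 active = inhibition above the mean inhibition across every tested compound plus 3 SD, cut at about 22% in these data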;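 note: 0% = DMSO only wells and the 100% control is not disclosed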
* = called active by the depositor; . = not tested or not shown. Rows were taken by chance; about 4.2% have a hit in one of these screens.

SMILES	Granule exo inh	HTR2A ag	CaV13 ICDI inh	PDI turbidity	MC4R antag cAMP	ABCB6 inh 2	H9c2 protect	N-glyco inh	MC4R ag barr	ABHD5 PLIN5 PPI
CC(=O)Nc1ccccc1OCC(=O)NCC(F)(F)F	-3.1	1.2	-4.9	6.9	-6.3	95.0	-3.6	1.6	-1.6	-0.8
O=C(Nc1ccnn1C1CCN(Cc2ccc(CO)o2)CC1)c1ccccc1Cl	-1.1	-1.1	-5.9	-2.9	9.9	100.0	-1.7	0.3	-2.7	4.9
CCOC(=O)Cc1nnc(NC(=O)CSc2ccc(C)cc2)s1	-1.8	1.2	-5.6	-1.7	5.8	97.0	2.5	1.5	0.0	-1.7
O=C(O)c1cc(NC(=O)c2cccc(C(=O)Nc3cc(C(=O)O)cc(C(=O)O)c3)c2)cc(C(=O)O)c1	-1.9	-0.6	-1.6	9.5	9.6	102.0	7.3	0.9	-0.4	-1.0
COc1ccc(OC)c(S(=O)(=O)NCC(c2ccco2)N2CCc3ccccc3C2)c1 (centres undefined)	1.9	3.0	-13.2	4.4	6.5	99.0	-4.6	-1.4	-2.3	-4.3
CCC(C)NC(=O)CN1C(=O)NC2(CCc3ccccc3C2)C1=O (centres undefined)	1.3	-0.4	-2.5	2.2	-2.5	98.0	-0.6	-0.4	-0.7	3.3
COc1c(S(=O)(=O)NCCN2CCOCC2)ccc(Cl)c1Cl	0.8	-4.1	.	-3.5	-0.7	98.0	-7.2	1.6	0.1	7.6
CNc1nc(-c2ccc3c(c2)CCN3S(=O)(=O)c2ccccc2)c(C)s1	2.2	0.2	-15.8	3.2	17.6	103.0	-9.9	-3.4	-1.9	-21.2
CN1CCc2c(sc(/N=C/c3c[nH]c4ccccc34)c2C(N)=O)C1	-10.5	-1.9	-3.1	-2.4	-6.3	105.0	1.8	-8.5	-0.9	-3.8
COC(=O)CCC(=O)NNC(=O)CCCOc1ccc(Cl)cc1Cl	-5.7	-4.0	-8.2	-0.1	9.9	99.0	-1.1	2.6	-1.7	-2.5
O=C1CN(C(=O)c2ccc3nc(Cc4cccc(Cl)c4)oc3c2)CCN1	-3.7	-0.9	-2.7	3.6	9.9	98.0	-0.7	3.5	-2.7	-1.0
O=C(CCc1nc2cccnc2n1Cc1ccccc1)N1CCOCC1	0.6	14.3	-4.6	0.0	-0.9	106.0	5.8	.	-0.8	0.5
Cc1ccc(N/C(CSC(N)=O)=N\S(=O)(=O)c2ccc(C)cc2)cc1	-1.4	2.3	-5.4	-8.5	9.9	97.0	6.1	1.8	-1.0	3.6
CC(=O)N/C(=C\c1cccc([N+](=O)[O-])c1)C(=O)NC(C)C	-2.5	2.0	-17.3	4.7	7.3	92.0	-2.5	5.6	-1.1	3.2
CC(=O)NN1C(=O)c2ccccc2NC1c1ccc(N(C)C)cc1 (centres undefined)	2.8	5.4	-5.7	12.4	11.6	99.0	-2.0	4.6	0.4	1.0
C/C(=N/NC(=O)CNC(=O)c1ccccc1F)c1ccc2c(c1)CCCC2	-0.6	-1.2	-6.4	-3.2	8.2	101.0	-5.0	1.4	0.1	0.6
CCOC(=O)CC1(CC(=O)OCC)NC(=O)c2c(C)sc(C(=O)OCC)c2N1	-3.1	3.4	.	5.6	3.3	.	-2.6	2.8	-1.5	3.6
Clc1ccc(-c2noc(CN3CCN(c4ccccc4)CC3)n2)cc1	-6.6	4.9	-4.9	-3.6	8.5	107.0	-21.7	1.0	0.6	-3.0
C/C=C/c1cccc(-c2nc(C(=O)N3CCCCC3)cc3c2[C@H](CCO)N(C(=O)NC(C)C)C3)c1	2.7	-1.0	-6.8	.	.	99.0	.	.	.	-6.9
COc1ccc(CCNC(=O)c2ccc(NS(=O)(=O)c3c(C)noc3C)cc2)cc1OC	2.0	-1.2	-0.7	7.7	8.4	90.0	5.1	-1.8	-1.6	-2.9
O=S(=O)(c1ccccc1S(=O)(=O)N1CCCCC1)N1CCCCC1	-2.1	1.6	-6.5	1.7	13.8	100.0	2.7	-1.0	-1.5	5.9
C[C@@H]1CC=C[C@H]2[C@H]1C(=O)N(Cc1ccccc1)[C@H]2c1ccoc1	-4.3	-4.5	-9.9	-1.7	8.2	97.0	4.8	3.7	-0.8	-0.4
Cn1c(=O)[nH]c(=O)c2c1nc(Br)n2CCCCSc1nc2ccccc2o1	-1.4	0.1	-7.1	10.6	15.3	93.0	16.5	-0.4	-1.1	-3.3
O=C(CNC(=O)c1ccc(Cl)cc1)OCC(=O)N1CCCC1	-1.4	-3.3	-5.3	1.7	6.2	104.0	-0.2	1.2	-2.1	1.1
CC(=O)NN1C(=O)c2ccccc2NC1c1ccccc1 (centres undefined)	5.1	1.1	-18.7	-5.4	2.0	99.0	-4.5	0.5	-0.6	4.2
Next part:
SMILES	Granule exo inh	HTR2A ag	CaV13 ICDI inh	PDI turbidity	MC4R antag cAMP	ABCB6 inh 2	H9c2 protect	N-glyco inh	MC4R ag barr	ABHD5 PLIN5 PPI
CCOC(=O)C1=CC[C@@H](c2ccccc2)N(S(=O)(=O)c2ccc(C)cc2)[C@@H]1C#N	42.9	-5.6	-6.2	.	.	.	.	.	.	48.2*
N=NC(=O)c1ccccc1Nc1c(O)[nH]c2ccccc12	-6.5	-0.8	-6.3	5.3	-20.6	100.0	-17.4	-11.8	-1.9	-14.8
Cn1cc(S(=O)(=O)N2CCCC2)cc1C(=O)NCc1ccc(F)cc1	-6.4	-4.0	-7.2	.	6.5	98.0	3.7	2.9	-0.2	-2.2
COc1cccc(CNS(=O)(=O)c2ccc3c(c2)NC(=O)CS3)c1	-1.6	-6.6	-4.6	8.7	4.9	97.0	-5.1	0.2	-1.9	-2.2
O=[N+]([O-])c1ccc(Cl)c(/C=N/N2CCN(C3c4ccccc4-c4ccccc43)CC2)c1	-3.9	-4.0	-2.7	-4.0	14.8	107.0	-15.5	-1.4	1.8	-11.7
Cn1cnnc1SCC(=O)Nc1ccc(OC(F)F)cc1	3.9	9.5	0.4	16.3	-9.3	99.0	10.7	2.3	-5.1	1.3
COc1ccccc1N(C)S(=O)(=O)c1ccc(C)c(C(=O)NC(C)c2ccccn2)c1 (centres undefined)	-6.4	4.8	-5.9	12.5	6.4	99.0	4.0	2.7	1.8	-12.1
Cc1cccc(-n2cnc(C(=O)NNC(=S)Nc3ccccc3)c2)n1	-0.7	0.4	15.7	-0.6	12.1	97.0	25.7	4.7	-3.3	-0.2
CCOC(=O)c1c(C)nc2sc(C(=O)Nc3ccccc3)c(N)c2c1-c1ccc(OC)cc1	13.4	5.0	.	-1.4	4.9	98.0	22.7	-3.9	-0.5	-4.8
Cc1nn(C)c(C)c1S(=O)(=O)N(CC(=O)N1CCc2ccccc21)c1ccc(C(C)C)cc1	2.0	-1.9	-6.1	-1.4	2.9	79.0	9.1	0.8	-1.4	-2.9
CCN(CC)S(=O)(=O)c1ccc(-c2ccc(S(=O)(=O)N(CC)CC)cc2)cc1	-1.6	-7.2	-5.8	-10.7	-2.8	87.0	-19.1	.	-0.9	0.1
Cc1ccccc1/C=C1\Sc2ccc(C(=O)N3CCN(c4ccccn4)CC3)cc2N(C)C1=O	3.4	2.2	.	5.5	4.1	91.0	0.6	-1.8	-2.1	1.3
O=C(NCCc1ccccc1O)c1cc2c(cc1[N+](=O)[O-])OCO2	-2.7	0.1	-2.5	4.4	4.1	96.0	0.2	0.2	0.7	2.0
CNC(=O)c1cc2cc(Br)ccc2s1	-6.0	-3.1	-6.7	4.5	-3.9	102.0	0.6	-1.4	-1.0	0.0
CCc1c(C)sc(NC(=O)c2cc(-c3ccco3)on2)c1C#N	-2.6	-1.6	-8.3	9.6	-5.8	108.0	-5.1	2.0	-2.4	-0.9
CC(C)N1CC2(CC(c3ccc(Cl)cc3Cl)=NO2)CN1C(=O)c1ccc(C(C)(C)C)cc1 (centres undefined)	6.5	3.8	-5.9	-2.7	5.5	100.0	-33.0	-7.2	-1.2	2.6
Cc1cc(=O)c2c(C)ccc(C)c2[nH]1	-0.8	-0.1	-12.8	-53.3	7.8	89.0	8.8	1.7	-1.9	2.0
O=C(CC1NCCN(Cc2ccccc2)C1=O)Nc1ccccc1 (centres undefined)	-6.4	-0.5	-2.1	-3.4	-0.3	96.0	-0.8	1.5	0.0	-4.0
Cc1nnc(SCC(=O)Nc2ccc(S(=O)(=O)N3CCCCC3)cc2)s1	-1.5	-2.7	.	-11.4	-0.1	101.0	0.9	-1.9	0.0	-7.7
CCOC(=O)N1C(=O)C[C@](Sc2ccc(C)cc2)(C(=O)OC)[C@H]1c1ccccc1	-0.7	7.3	-6.6	.	.	95.0	.	.	.	-4.8
CN(C)CCNc1ncnc2c1ncn2[C@H]1CN(Cc2cccs2)C[C@@H](CO)O1	-6.5	0.2	13.6	-3.5	2.2	91.0	-1.8	-1.3	-0.6	2.4
Cc1cccc(C)c1N1CCN(S(=O)(=O)N2CCOCC2)CC1	-1.4	-5.4	-4.0	0.2	1.5	104.0	-2.1	-1.4	-1.2	6.3
COC(=O)c1cc2c(=O)c3ccccc3oc2nc1C	-5.2	0.0	-4.4	2.9	13.5	100.0	-2.8	-2.0	-1.3	4.0
COCCN(C(=O)c1ccccc1OC)c1nnc(C)s1	-0.3	9.3	2.6	-2.1	3.5	94.0	4.9	0.4	0.1	-1.5
Cc1cccc(NC(=O)/C(C#N)=C\c2cc(C)n(-c3ccc(C(=O)O)cc3)c2C)c1	3.5	1.8	6.8	0.0	7.0	104.0	1.6	1.2	-0.5	-10.0
(more compounds)
SMILES	Granule exo inh	HTR2A ag	CaV13 ICDI inh	PDI turbidity	MC4R antag cAMP	ABCB6 inh 2	H9c2 protect	N-glyco inh	MC4R ag barr	ABHD5 PLIN5 PPI
Cc1noc(C)c1CCC(=O)O	-1.9	0.9	-4.3	9.8	3.2	96.0	4.1	0.4	-1.9	-0.1
CC1(C)CC(=O)C2=C(C1)OC(N)=C(C#N)C21C(=O)N(Cc2ccccc2Cl)c2ccccc21 (centres undefined)	3.7	5.8	.	2.9	15.0	96.0	-9.5	0.8	-1.8	0.7
O=C(COC(=O)C1CC1)Nc1ccc(N=Nc2ccccc2)cc1	1.0	-2.7	-5.5	-11.6	-4.9	102.0	-9.1	-5.0	2.5	11.3
Cc1ccc(S(=O)(=O)N2CCN(C(=O)COC(=O)/C=C/c3ccccc3)CC2)c(C)c1	-3.9	6.9	-5.2	0.0	-1.7	98.0	-7.0	-0.6	-1.1	4.1
COc1ccc(CNc2ncnc3cc(Cl)ccc23)cc1OC	0.1	-0.3	-8.4	-5.5	0.5	95.0	-11.0	-2.9	-0.5	-1.5
O=C(COc1ccc2c(-c3ccccc3)cc(=O)oc2c1)NCCN1CCOCC1	-0.3	0.5	-2.6	-6.0	-1.2	98.0	-1.1	-0.1	1.4	2.2
CSCCC(c1nnnn1C1CCCC1)N1CCN(C/C=C/c2ccccc2)CC1 (centres undefined)	-0.1	-7.1	-4.8	.	.	98.0	-2.0	2.4	.	2.1
CCOc1ccc2nc(NCCCNS(=O)(=O)c3ccc(C)cc3)c(C#N)cc2c1	2.1	-0.1	32.5*	-3.8	10.5	105.0	1.1	-4.4	7.2	-2.4
